Bioassay records deposited in PubChem BioAssay by several laboratories.
procasp7 counter = activates human procaspase-7, counter-screen for procaspase-3 activators; actives 0.093% (n = 330,000); P55210; AID 463210; recombinant procaspase-7, Ac-DEVD-pNA absorbance 405 nm; D23A/D198A/D206A triple mutant, cannot self-cleave; scale: DMSO 0, 5 µM enzyme 100; activation, % at 8.5 µM;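 active = percent activation above the screen-wide mean plus 3 SD, cut at about 25% in these data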
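Replicates: singlicate. Assay system: Procaspase-7 triple mutant (PC-7 D3A). Signal: 405 nm absorbance of p-nitroaniline. Times: 1 h preincubation, 2 h reaction. Buffer or medium: Zinc-free HEPES pH 7.4 with 300 mM NaCl, 0.01% Triton X-100. Also added: DEVD-pNA substrate. Benchmarks: DMSO wells as 0%, DMSO with 5 µM added PC-7 as 100%.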
RPL19A-GFP yeast = alters RPL19A-GFP fluorescence in TOR pathway yeast screen | S. cerevisiae RPL19A-GFP strain, flow cytometry, 3 h; active compounds read low | percent response vs DMSO, % at 10 µM | actives 0.3% (n = 330,000) | AID 2025;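 active = percent response vs DMSO below 50%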;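 note: median channel GFP fluorescence of the barcoded RPL19A-GFP strain; ratio of sample median GFP to plate DMSO average so 100% = DMSO; lower means less RPL19A-GFP as with rapamycin TOR inhibition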
procasp3 activ = activators of human procaspase-3. P42574. recombinant procaspase-3 D3A, Ac-DEVD-pNA absorbance 405 nm. activation, % at 8.5 µM. actives 0.11% (n = 330,000);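 active = activation above the mean of all tested compounds plus 3 SD, cut at about 21% in these data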;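 note: 0% = DMSO alone and 100% = DMSO wells spiked with extra 5 µM PC-3 D3A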
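Assay system: Autoprocessing-dead procaspase-3 D3A mutant enzyme; also added: Ac-DEVD-pNA; doses: one concentration, 8.5 µM nominal, 0.8% DMSO; times: 1 h compound preincubation, 2 h substrate hydrolysis at 25 °C; technique: 405 nm absorbance of p-nitroaniline, reads at 0 and 120 min; measure: % activation between DMSO and enzyme-spiked controls; repeats: single replicate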
MEP2-GFP yeast = alters MEP2-GFP fluorescence in TOR pathway yeast screen. S. cerevisiae MEP2-GFP strain, flow cytometry GFP, 3 h; 100% = DMSO control level. GFP response vs DMSO, % at 10 µM. actives 0.51% (n = 330,000);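 active = GFP response versus DMSO above a set limit, roughly screen mean plus 3 SD, cut at about 180% in these data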;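 note: median GFP fluorescence of the barcode-gated MEP2-GFP cells per well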
AHR activator = activators of human aryl hydrocarbon receptor; actives 2.5% (n = 320,000); P35869; AID 2796; AHR-responsive luciferase reporter cells, luminescence; activation, % at 5 µM; in the data active = activation above about 47%;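 note: 0% = vehicle wells and 100% = reference agonist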
ZTA DNA inh = ZTA (EBV) inhibition in EBNA-1 counter-screen. AID 2234. ZTA-DNA binding, fluorescence polarization. P03206. inhibition, % at 11 µM. actives 0.15% (n = 320,000); in the data active = inhibition above about 33%
EBNA-1 inh = blocks EBNA-1 binding to DNA; actives 0.34% (n = 300,000); EBNA-1 DNA binding, fluorescence polarization; AID 1950; inhibition, % at 14.8 µM; in the data active = inhibition above about 28%
LAP4 TOR yeast = alters LAP4-GFP fluorescence in TOR pathway yeast screen; S. cerevisiae LAP4-GFP multiplex, flow cytometry GFP, 3 h; median GFP as percent of DMSO wells; GFP response vs DMSO, % at 10 µM; actives 0.34% (n = 320,000);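 active = GFP response vs DMSO above a set limit, about the screen mean plus 3 SD, cut at about 150% in these data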
* hit, by the source's call; . = not tested or not shown.

SMILES	procasp7 counter	RPL19A-GFP yeast	procasp3 activ	MEP2-GFP yeast	AHR activator	ZTA DNA inh	EBNA-1 inh	LAP4 TOR yeast
CC(C)CN(CC(C)C)C(=O)CN1C(=O)NC2(CCCc3ccccc32)C1=O (stereo unspecified)	10	107	9	114	0	-5	4	108
CCCNC(=O)Cn1cnc2sc(C(=O)Nc3ccc4c(c3)OCO4)c(C)c2c1=O	4	101	0	106	5	-13	16	104
Cc1cc(CSc2ccccc2)ccc1NC(=O)COc1ccccc1	14	100	-9	102	7	3	5	106
Cc1ccc(NC(=O)Nc2ccc3c(c2)nnn3C)cc1C	-4	99	-2	106	9	-4	1	92
COc1ccc(/C=N/Nc2cc(C)nc(-n3nc(C)cc3C)n2)cc1	5	97	6	100	40	4	-2	112
O=C(Nc1ccccc1C(F)(F)F)c1ncn[nH]1	0	102	1	99	5	-6	6	105
S=c1[nH]nc(-c2ccccn2)n1/N=C/c1ccc(Br)s1	-5	105	-3	109	5	-7	11	100
COc1ccc(N(C(C)C(=O)NN=C2CCCCCCC2)S(C)(=O)=O)cc1 (stereo unspecified)	4	110	8	107	4	16	1	94
COC(=O)c1nnn(CC(=O)NC(=O)Nc2cccc(C)c2C)c1C(=O)OC	10	101	3	104	1	-2	7	96
O=C(NCc1ccccc1)c1cccnc1N1CCOCC1	-3	101	-7	106	4	4	-25	100

Full records from above:
O=C(Nc1ccccc1C(F)(F)F)c1ncn[nH]1 as listed: procasp7 counter: 0; RPL19A-GFP yeast: 102; procasp3 activ: 1; MEP2-GFP yeast: 99; AHR activator: 5; ZTA DNA inh: -6; EBNA-1 inh: 6; LAP4 TOR yeast: 105
O=C(NCc1ccccc1)c1cccnc1N1CCOCC1 as listed: procasp7 counter: -3; RPL19A-GFP yeast: 101; procasp3 activ: -7; MEP2-GFP yeast: 106; AHR activator: 4; ZTA DNA inh: 4; EBNA-1 inh: -25; LAP4 TOR yeast: 100

Continued:
SMILES	procasp7 counter	RPL19A-GFP yeast	procasp3 activ	MEP2-GFP yeast	AHR activator	ZTA DNA inh	EBNA-1 inh	LAP4 TOR yeast
C=CCN1C(=O)C2C(C(=O)NC3CCCC3)C3C=CC2(O3)C1C(=O)NC1CCCC1 (stereo unspecified)	-7	100	-1	106	0	10	5	98
COc1ccc(Nc2ncc3c(n2)CC(c2ccccc2)CC3=O)cc1 (stereo unspecified)	-18	.	6	112	-2	18	3	106
Cc1ccc(-n2c(SCC3CCCCO3)nnc2-c2ccco2)cc1 (stereo unspecified)	-5	104	0	101	2	-4	-5	100
Cc1ccc(C)c(C(=O)COC(=O)c2nn(C)c(=O)c3ccccc23)c1	-2	91	6	97	0	-16	.	90
CCOc1ccc2ccccc2c1C1NC(=S)N(C)C(C)=C1C(=O)OC (stereo unspecified)	1	100	2	99	5	12	10	94
CCOC(=O)c1cc2c(nc1C)-c1cc(Cl)cc(Cl)c1OC2O (stereo unspecified)	1	102	10	97	-2	0	7	89
CC(C)Oc1ccc(C(=O)NCc2ccco2)cc1	2	98	4	96	6	4	5	97
CCCCn1nnc(NC(=O)c2ccc(-c3cccc(Cl)c3)o2)n1	-15	107	6	108	1	4	4	118
COc1ccc2nc(SCC(=O)NCC3CCCO3)c(C#N)cc2c1 (stereo unspecified)	-8	103	5	94	0	3	-3	87
CCOC(=O)Nc1ccc(NC(=O)c2ccccc2F)cc1	-4	98	1	106	-6	-17	6	115
Cc1ccc(CNC(=O)C2CCCN(S(=O)(=O)c3cccnc3)C2)cc1 (stereo unspecified)	-5	104	-15	100	1	-3	9	100
CC1(C)CC(=O)C=C(c2cccc(O)c2)C1=O	16	97	5	94	2	20	.	99
CCOc1ncccc1C(=O)OCC(=O)Nc1cccc(C(C)=O)c1	6	98	0	101	0	-2	10	100
O=Cc1ccc(N2CCCC2)c(F)c1	12	103	0	103	8	8	-5	98
COCCCNC(=O)C(=O)N/N=C/c1ccc(OCC(=O)Nc2cccc(Cl)c2C)c(OC)c1	3	105	2	117	-1	2	2	118
COc1ccc(C(=O)c2sc3nc(C)cc(-c4cccs4)c3c2N)cc1OC	-6	95	-6	93	-1	1	6	94
CCCCC(=O)c1c(O)c2ccccc2oc1=O	16	105	-2	102	6	-6	-2	111
CCC(=O)NC(c1ccccc1)c1c(OC(C)=O)ccc2ccccc12 (stereo unspecified)	3	102	-2	108	0	12	-17	102
N#Cc1c(Cl)cccc1N1CCC(C(N)=O)CC1	-4	100	-2	100	-3	3	2	97
O=C(CCCN1C(=O)/C(=C\c2ccco2)SC1=S)Nc1ccc(O)cc1C(=O)O	-23	95	-11	99	-3	53*	12	105
O=C(CN1C(=O)C2CCCCC2C1=O)OCC(=O)c1ccc(F)cc1 (stereo unspecified)	1	100	-6	97	0	2	.	99
COc1cc(OC)cc(C(=O)N(CCCN2C(=O)c3cccc4cccc(c34)C2=O)c2cccc(OC)c2)c1	-9	104	0	98	103*	22	-3	90
COCCNC(=O)NC12CC3CC(CC(C3)C1)C2	14	90	-4	103	-3	18	11	95
O=C(OCC(=O)N1CCCC1=O)c1ncc(Cl)c(Cl)c1Cl	0	99	4	89	2	-11	-4	105
CCCSC1=C(C#N)C(c2ccccc2OCC)CC(=O)N1 (stereo unspecified)	6	102	2	101	-1	-9	6	96
Cc1c(NS(=O)(=O)c2cc(C(=O)NCc3cccnc3)ccc2Cl)c(=O)n(-c2ccccc2)n1C	10	101	0	98	1	.	.	91
O=C(Nc1ccc(Cl)cc1)c1ccc(OC2CSC2)cc1	7	104	3	99	7	-10	-18	99
COc1ccc(OC)c(CC(NC(C)=O)C(=O)NC2CCN(S(=O)(=O)c3ccc(NC(C)=O)cc3)CC2)c1 (stereo unspecified)	8	105	3	107	0	5	11	95
O=C(CCn1ccc2cc(S(=O)(=O)N3CCCC3)ccc21)NCc1ccccc1	4	104	2	101	0	-3	3	106
Cc1ccc(CCc2nnc(SCC(=O)Nc3ccccc3Cl)n2-c2ccccc2)o1	-3	108	-3	112	-1	6	5	99
CC(C)=CCN1CCN(Cc2cnc(C)s2)CC1CCO (stereo unspecified)	1	93	-2	94	6	7	-3	103
CC(C)Cc1nc2oc3c(=O)[nH]cnc3c2c2c1CCCC2	1	101	4	100	-3	10	-5	79
C/C(=N\Nc1nc(N2CCOCC2)nc(N2CCOCC2)n1)c1ccc([N+](=O)[O-])cc1	5	98	2	104	0	-6	-1	99
CCOC(=O)c1c(CC(C)C)csc1NC(=O)COC(=O)c1cc(OC)c(OC)cc1[N+](=O)[O-]	7	119	9	122	1	-21	0	102
CCC1CCCCN1C(=O)c1cc(-c2ccc(Cl)c(Cl)c2)on1 (stereo unspecified)	-8	100	5	103	-2	-6	-10	102
CC(=O)Oc1cc2oc(=O)c3c(c2cc1Cl)CCC3	2	98	-4	105	0	-6	-1	124
CCOc1ccc(Cl)cc1CSc1n[nH]c(C)n1	1	93	4	100	13	10	9	105
CC(NC(=O)c1ccccc1N)c1ccccc1 (stereo unspecified)	5	100	10	101	2	3	7	108
Cc1cc(C)cc(OC(=O)CCN2C(=O)C3C4C=CC(C5CC45)C3C2=O)c1 (stereo unspecified)	-11	108	1	109	0	8	9	105
COCCCN1CN(Cc2ccccc2)CNC1=S	8	102	4	108	-1	8	-11	99
COc1ccccc1CNc1ccc2nnc(CCNC(=O)c3ccccc3)n2n1	4	105	4	102	2	-6	7	113
O=C(O)c1ccc(N2C(=O)C3C4c5ccccc5C(Br)(c5ccccc54)C3C2=O)cc1 (stereo unspecified)	-4	93	0	99	0	11	1	108
CCOc1ccc(/C=N/NC(=O)c2ccoc2C)cc1OC	-10	107	-6	102	25	6	6	94
Cc1cc(C)n(-c2ccc(C(=O)Nc3cccc(S(=O)(=O)N(C)C)c3)cc2)n1	11	.	-1	.	-3	-5	5	.
Cc1ccccc1NC(=O)Cc1nc(COC(=O)Cc2c(F)cccc2Cl)cs1	0	92	3	95	-1	7	.	98
COc1ccc(CN2C(=O)CN(C3CCCCCC3)C(=O)C2c2ccc(OC)c(OC)c2)cc1 (stereo unspecified)	-4	81	-4	101	-3	2	0	87
Cc1cc(=O)oc(C)c1C(=O)NCc1c(F)cc(F)cc1F	-14	105	8	100	-1	3	-7	100
Cc1sc(N2CCN(S(=O)(=O)c3ccc4c(c3)NC(=O)CO4)CC2)nc1-c1ccccc1	-3	111	-8	116	-5	10	-6	120
COc1cccc(C(=O)Oc2c(Br)cc(Br)cc2/C=N/NC(=O)c2cc(C)[nH]n2)c1	-1	102	4	98	34	-14	-6	107
O=C(COC(=O)Cc1c(Cl)cccc1Cl)NCC1CCCO1 (stereo unspecified)	2	98	3	96	1	13	4	99

Remaining list, next part:
SMILES	procasp7 counter	RPL19A-GFP yeast	procasp3 activ	MEP2-GFP yeast	AHR activator	ZTA DNA inh	EBNA-1 inh	LAP4 TOR yeast
CCCOC(=O)c1c(N)sc(C(=O)OCC)c1C	1	93	1	96	0	0	9	96
COc1cc(OC)cc(C(=O)N[C@H](C(=O)OCC(=O)NC(C)c2ccccc2)C(C)C)c1 (stereo partly specified)	-10	102	-8	102	21	-14	-9	96
NC(=O)CCC(C(=O)O)N1C(=O)c2ccc(O)cc2C1=O (stereo unspecified)	-3	93	-11	103	0	3	-8	103
Cc1ccc(S(=O)(=O)N(CC(=O)NN=C2CCN(C)CC2)c2ccc(F)cc2)cc1	6	99	-6	103	0	-4	2	104
Clc1nnc2ccc(-c3ccccc3)nn12	-5	103	-13	94	1	-6	13	104
C=CCn1c(-c2ccc(Cl)cc2)cnc1SC(C)C(=O)NC(N)=O (stereo unspecified)	-6	104	1	101	28	-10	2	102
O=c1c(-c2nc3ccccc3s2)cccn1Cc1ccccc1	56*	104	6	108	3	6	2	107
CN1CCN(C2=Nc3c(Cl)cc(Cl)c4cccc2c34)CC1	-3	100	-3	104	82*	13	12	111
Fc1ccc(F)c(C2=NNC(=Nc3ccccc3F)SC2)c1	-13	109	-6	115	79*	2	12	101
O=C1N/C(=C/c2ccsc2)C(=O)N1c1ccccc1	-2	104	4	109	-4	-3	3	96
Clc1ccc(CO/N=C/c2cccs2)cc1	5	98	-1	101	0	8	4	106
CCN(CC)S(=O)(=O)c1ccc(NC(=O)c2ccc(N(C)S(C)(=O)=O)cc2)cc1	10	103	3	105	-4	5	1	97
CNC(=O)/C(C#N)=C/c1ccc(-c2ccc(OC)cc2[N+](=O)[O-])o1	9	95	-18	108	46	3	3	108
O=C(CN1CCOCC1)Nc1c2c(nc3ccccc13)N(Cc1ccccc1)CC2	-13	95	-4	96	55*	6	-2	96
CCCc1c(C(=O)N/N=C(\C)CCc2ccccc2)nnn1-c1nonc1N	-2	88	10	103	5	2	-11	88
COc1ccc(CCNC(=O)C2CCN(C(=O)c3ccc(F)cc3)CC2)cc1	0	103	1	93	-1	4	3	81
O=C(COc1ccc2c(c1)CCC2)NCc1cccc(Cl)c1	-2	106	-2	118	10	-22	0	99

Of the compounds above, these contain a COOH group:
SMILES	procasp7 counter	RPL19A-GFP yeast	procasp3 activ	MEP2-GFP yeast	AHR activator	ZTA DNA inh	EBNA-1 inh	LAP4 TOR yeast
O=C(CCCN1C(=O)/C(=C\c2ccco2)SC1=S)Nc1ccc(O)cc1C(=O)O	-23	95	-11	99	-3	53*	12	105
O=C(O)c1ccc(N2C(=O)C3C4c5ccccc5C(Br)(c5ccccc54)C3C2=O)cc1 (stereo unspecified)	-4	93	0	99	0	11	1	108
NC(=O)CCC(C(=O)O)N1C(=O)c2ccc(O)cc2C1=O (stereo unspecified)	-3	93	-11	103	0	3	-8	103
